Mito fusion act – inhibitors of mitochondrial division or activators of mitochondrial fusion; AID 485298; Potency, µM (doses to about 46.1 µM), for the others: at the top dose growth rescue (activation), usual class: activators; S. cerevisiae fusion-defective mutant growth rescue, CellTiterGlo 48 h; hit rate 0.23% among 320,000;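 also: potency is read from the fitted curve at half-maximal effect; % of control where 0% means no effect; nearly all actives have a fitted effect of over 45% in size; temperature-sensitive fusion mutants such as fzo1-1 at 37 °C on non-fermentable ethanol glycerol medium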
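Growth-rescue viability read-out: after 48 h at the non-permissive 37C in glycerol/ethanol YPEG, yeast mitochondrial fusion mutants are measured by CellTiterGlo luminescence; compounds (23 nl pinned per well) restoring growth score as division inhibitors or fusion activators.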
TSHR antagonist – human thyrotropin receptor antagonism; TSHR-expressing cells, TSH-stimulated cAMP HTRF, 2 h; hits give low values; activity change, negative = inhibition, % at 11.5 µM; hit rate 0.2% among 330,000; AID 504810;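 active = activity change below a set negative limit, meaning inhibition stronger than a set level, cut at about -70% in these data; inconclusive = activity change between two set negative limits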; also: % is scaled to controls: 0 for no effect and ±100 for the full control effect
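TSHR-expressing cells, 200/well, pre-treated with compound, then stimulated with EC80 TSH (4nM final) for 2 hours at 37 deg C. cAMP measured by competitive HTRF: anti-cAMP cryptate antibody in lysis buffer plus cAMP-d2, read after 30 minutes at room temperature.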
TCR act – activates T cell receptor signaling. primary human leukocytes, anti-CD3, IL-2 HTRF, 48 h. Potency, µM (highest dose often 9.22 µM), for inactives: at the highest dose activation of IL-2 secretion, actives largely listed as activators. 330,000 tested, under 10 active. AID 504894; also: % of control where 0% means no effect
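Compounds are tested in HTS on primary human leukocytes co-incubated with a-CD3 beads for 48 hr. IL-2 output is measured by time-resolved FRET.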
CXXC DNA block – blocks binding of human MLL CXXC domain to DNA; MLL-CXXC / FITC-HOXA9 DNA fluorescence polarization; Potency, µM (titrated, usually from 115 µM), for inactives: at the highest dose activity change, negative = inhibition, hits mostly inhibitors; hit rate 0.037% among 290,000; active = well fitted inhibition curve with a large enough effect in the polarisation, with a control signal flat, not every such curve was filed as active; inconclusive = small, poorly fitted or top-dose-only effect, or effect the other way, or a change in a side signal; inactive = no such curve, though single readings can be large or run the other way; the % refers to the polarisation; also: potency is read from the fitted curve at half-maximal effect
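Purified MLL-CXXC (added from a 7 uM solution) was preincubated 5 min at ambient with pinned compounds in 50 mM Tris-HCl pH 7.5, 50 mM NaCl, 1 mM DTT, 0.05% BSA. Fluorescein-labeled HOX-A9 DNA (50 nM solution) followed, 30 min, then polarization read.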
MBNL1-CUG inh – blocks human MBNL1 binding to CUG repeat RNA | Q9NR56 | TR-FRET MBNL1-His/biotin-(CUG)12 binding, 665/545 ratio | Potency, µM (doses to about 57.5 µM), for the others: top-dose activity change, negative = inhibition, usual class: inhibitors | hit rate 0.036% among 280,000 | AID 2675; active = well fitted inhibition curve with a large enough effect in the signal ratio, with a control signal flat, not every such curve was filed as active; inconclusive = small, poorly fitted or top-dose-only effect, or effect the other way, or a change in a side signal; inactive = no such curve, though single readings can be large or run the other way; the % refers to the signal ratio; also: potency is read from the fitted curve at half-maximal effect; % is scaled to controls: 0 for no effect and ±100 for the full control effect
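TR-FRET between His-tagged MBNL1 and biotin-(CUG)12 RNA, detected with Tb anti-His antibody (0.055 ng/ul) and streptavidin-XL665 (5 nM), 60 min at room temperature. Compounds titrated 92 nM to 58 uM; 665/545 nm ratio normalized to buffer and complex controls.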
Menin MLL FP TR – inhibitors of human menin-MLL interaction, mutant MLL peptide; O00255; Menin + Texas Red MLL mutant peptide, fluorescence polarization; Potency, µM (doses to about 61.6 µM), inactives show top-dose FP activity change, negative = inhibition, most hits filed as inhibitors; hit rate 0.23% among 270,000; AID 1768; active = well fitted inhibition curve with a large enough effect in the polarisation, with a control signal flat, not every such curve was filed as active; inconclusive = small, poorly fitted or top-dose-only effect, or effect the other way, or a change in a side signal; inactive = no such curve, though single readings can be large or run the other way; the % refers to the polarisation; also: potency is read from the fitted curve at half-maximal effect; % of control where 0% means no effect; many of its hits are not listed in these tables
Target sequence (O00255 whole entry, looked up): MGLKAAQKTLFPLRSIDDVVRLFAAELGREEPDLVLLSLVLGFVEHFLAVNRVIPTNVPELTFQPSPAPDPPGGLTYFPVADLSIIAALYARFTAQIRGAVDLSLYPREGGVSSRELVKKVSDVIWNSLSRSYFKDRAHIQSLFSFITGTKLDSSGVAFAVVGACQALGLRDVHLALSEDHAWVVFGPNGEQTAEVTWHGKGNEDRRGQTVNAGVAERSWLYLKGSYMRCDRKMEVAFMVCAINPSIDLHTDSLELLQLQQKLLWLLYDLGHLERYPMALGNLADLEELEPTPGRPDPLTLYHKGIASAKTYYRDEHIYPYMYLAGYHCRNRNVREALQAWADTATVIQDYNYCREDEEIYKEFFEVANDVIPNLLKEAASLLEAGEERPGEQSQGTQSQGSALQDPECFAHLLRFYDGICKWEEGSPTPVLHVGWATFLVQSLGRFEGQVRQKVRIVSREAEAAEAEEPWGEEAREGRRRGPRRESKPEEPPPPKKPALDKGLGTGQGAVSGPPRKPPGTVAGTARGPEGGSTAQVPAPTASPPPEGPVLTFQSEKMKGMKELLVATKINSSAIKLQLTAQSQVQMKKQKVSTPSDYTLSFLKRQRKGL
S-ASM inh – human S-ASM enzyme inhibition. P17405. placental ASM, HMU-PC fluorogenic substrate, 60 min. Potency, µM (top dose mostly 57.5 µM), inactives show at the highest dose activity change, negative = inhibition, actives largely listed as inhibitors. hit rate 0.006% among 340,000; also: potency is read from the fitted curve at half-maximal effect
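Human placenta-derived ASM preincubated with compound 10 min at room temperature, then reacted with 9 uM (final) fluorogenic HMU-PC substrate for 60 min at 37 C. Stop solution raises pH to 10; fluorescence read at Ex 386/Em 447 nm.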
TSG101-PTAP inh – blocks PTAP/TSG101 interaction to inhibit HIV-1 budding. AID 493005. Fluorescence polarization, FITC-PTAP peptide / Tsg101 binding. 340,000 tested, under 10 active. Potency, µM (doses to about 115 µM), inactives show at the highest dose activity change, negative = inhibition, actives largely listed as inhibitors. Q99816; active = well fitted inhibition curve with a large enough effect in the main read-out, with a control signal flat, not every such curve was filed as active; inconclusive = small, poorly fitted or top-dose-only effect, or effect the other way, or a change in a side signal; inactive = no such curve, though single readings can be large or run the other way; also: potency is read from the fitted curve at half-maximal effect; % of control where 0% means no effect
Target sequence (Q99816 whole entry, looked up): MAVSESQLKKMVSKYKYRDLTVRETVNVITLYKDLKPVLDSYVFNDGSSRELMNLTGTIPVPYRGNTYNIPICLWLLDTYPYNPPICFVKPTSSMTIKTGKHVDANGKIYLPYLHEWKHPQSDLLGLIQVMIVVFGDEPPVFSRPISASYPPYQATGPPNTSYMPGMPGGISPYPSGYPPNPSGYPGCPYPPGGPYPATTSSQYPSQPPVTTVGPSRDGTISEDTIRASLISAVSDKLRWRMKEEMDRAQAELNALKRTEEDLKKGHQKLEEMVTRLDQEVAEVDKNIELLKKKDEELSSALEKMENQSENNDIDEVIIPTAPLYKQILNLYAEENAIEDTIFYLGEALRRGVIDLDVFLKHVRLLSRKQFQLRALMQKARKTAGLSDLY
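Tsg101 binding domain (10 uM final) was mixed with compound and a FITC-labeled PTAP peptide (50 nM final) in HEPES pH 7.5 buffer with NaCl, Tween 20, EDTA and TCEP; fluorescence polarization was read after 20 min at r.t.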
AT treatment – potential ataxia-telangiectasia treatment; […] A-T fibroblasts, KAP-1 phosphorylation AlphaLISA; neocarzinostatin DNA damage 30 min before lysis; Potency, µM (titrated, usually from 57.5 µM), for the others: at the top dose activation, most hits filed as activators; hit rate 0.19% among 320,000; AID 485349; also: potency is read from the fitted curve at half-maximal effect; % of control where 0% means no effect; nearly all actives have a fitted effect of over 45% in size
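hTERT-immortalized A-T patient fibroblasts ([…]), 500 cells/well in OPTI-MEM, 1% FBS, got compounds for 60 min, then NCS for 30 min at 37C. Lysates were then assayed for phospho-KAP-1 by AlphaLISA (anti-pKAP1 donor, anti-KAP1 acceptor beads), 6 hr at 25C.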
a7 integrin act – integrin-mediated muscular dystrophy alleviation activation. hit rate 0.064% among 350,000. AID 624291. Potency, µM (highest dose often 38.3 µM), without a hit: top-dose activation, actives largely listed as activators. alpha7betagal myoblasts, beta-gal FDG fluorescence, 48 h;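 also: potency is read from the fitted curve at half-maximal effect; 100% = response of the positive control SU9516; nearly all actives have a fitted effect of over 60% in size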
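Alpha7betagal+/- myoblasts (passage 13) were plated 16-24 hr, then exposed to compounds (1:260 dilution of DMSO stock) for 48 hours at 37C. After MPER lysis, β-galactosidase reporter activity was read as FDG fluorescence (ex 480/em 540) after 30 minutes.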
An asterisk follows results filed as active; [ ] = dose if it differs, or a comment. Unless noted, calls follow the shape of the dose curve; as a rule, active = well fitted curve in the direction sought with a large enough effect; inconclusive = small, poorly fitted or top-dose-only effect, or another doubt; inactive = no such curve, though single readings can be large; an effect the other way counts as inactive or inconclusive.

What do the screens show for `O=C(N/N=C/c1ccco1)c1cc(C2CC2)[nH]n1`?
Mito fusion act: 0%; TSHR antagonist: 2; TCR act: 2%; CXXC DNA block: 1%; MBNL1-CUG inh: 6%; S-ASM inh: -1%; TSG101-PTAP inh: 0%; AT treatment: -4%; a7 integrin act: 28%

Results for Cc1ccccc1NC(=O)c1ccc(NC(=O)C2CCCO2)cc1 (stereo not drawn) ?
Mito fusion act: 2%; TSHR antagonist: -3; TCR act: -1%; CXXC DNA block: 14%; MBNL1-CUG inh: -5%; Menin MLL FP TR: -8%; S-ASM inh: 5%; TSG101-PTAP inh: -1%; AT treatment: 0%; a7 integrin act: 21%

What do the screens show for `COc1ccc(C2=NOC(Cn3nc(C(=O)NCc4ccccc4OC)cc3-c3ccccc3)C2)cc1` (stereo not drawn)?
Mito fusion act: inconclusive; TSHR antagonist: -5; TCR act: -4%; S-ASM inh: -9%; TSG101-PTAP inh: -5%; AT treatment: 9%; a7 integrin act: -23%

What do the screens show for `O=C(CSc1nc2ccccc2c(=O)n1-c1ccc(F)cc1)NC1CC1`?
Mito fusion act: -2%; TSHR antagonist: -15; TCR act: -1%; S-ASM inh: 3%; TSG101-PTAP inh: -6%; AT treatment: 12%; a7 integrin act: 31%

Results for CC(=O)NC1(C(F)(F)F)N=C(c2ccccc2)NC1=O (stereo not drawn) ?
Mito fusion act: -1%; TSHR antagonist: 7; TCR act: 1%[46.1 µM]; CXXC DNA block: 5%; MBNL1-CUG inh: -3%; Menin MLL FP TR: -16%; S-ASM inh: 6%; TSG101-PTAP inh: -4%; AT treatment: 9%; a7 integrin act: 3%

How did CC(=O)CSc1nnc2c3ccccc3nc(C(C)(C)C)n12 do in these assays?
Mito fusion act: 1%; TSHR antagonist: -26; TCR act: -4%; CXXC DNA block: -2%; MBNL1-CUG inh: -17%; Menin MLL FP TR: inconclusive; S-ASM inh: -1%; TSG101-PTAP inh: -2%; AT treatment: 3%; a7 integrin act: 6%

Results for COc1cc2c(cc1OC)C(c1ccc(-c3ccccc3Cl)o1)=NCC2 ?
Mito fusion act: 25%; TSHR antagonist: -17; CXXC DNA block: 3%; MBNL1-CUG inh: inconclusive; Menin MLL FP TR: 1%; S-ASM inh: 15%; TSG101-PTAP inh: -7%; AT treatment: 0%; a7 integrin act: 9%[7.66 µM]

How did CS(=O)(=O)c1sc(C#N)c2c1C(=O)CC(c1ccccc1)C2 (stereo not drawn) do in these assays?
Mito fusion act: 7%; TSHR antagonist: inconclusive; TCR act: 3%; CXXC DNA block: inconclusive; MBNL1-CUG inh: inconclusive; S-ASM inh: 1%; TSG101-PTAP inh: -4%; AT treatment: 2%; a7 integrin act: inconclusive

How did CSc1nc(NCCOCCO)c2sc3nc(-c4ccco4)c4c(c3c2n1)CCC4 do in these assays?
Mito fusion act: -2%; TSHR antagonist: -8; TCR act: -6%; CXXC DNA block: 18%; MBNL1-CUG inh: 13%; Menin MLL FP TR: inconclusive; S-ASM inh: 93%[activator]; TSG101-PTAP inh: 0%; AT treatment: 2%; a7 integrin act: -66%[inhibitor]

What do the screens show for `O=C(Nc1nc2ccccc2n1CCN1CCCCC1)c1ccco1`?
Mito fusion act: 2%; TSHR antagonist: -10; TCR act: 2%; CXXC DNA block: 5%; MBNL1-CUG inh: -1%; Menin MLL FP TR: -3%; S-ASM inh: -1%; TSG101-PTAP inh: -4%; AT treatment: 4%; a7 integrin act: -17%

Results for COc1cccc(-c2cc(C(F)(F)F)n3ncc(S(=O)(=O)c4ccccc4)c3n2)c1 ?
Mito fusion act: 0%; TSHR antagonist: -8; TCR act: 4%; CXXC DNA block: -6%; MBNL1-CUG inh: -2%; Menin MLL FP TR: -1%; S-ASM inh: 498%[activator]; TSG101-PTAP inh: -5%; AT treatment: 4%; a7 integrin act: -3%

What do the screens show for `O=C(O)c1cccc2c1C(=O)N(CC1CCCO1)C2` (stereo not drawn)?
Mito fusion act: -1%; TSHR antagonist: 2; TCR act: -22%; CXXC DNA block: -9%; MBNL1-CUG inh: -10%; Menin MLL FP TR: -9%; S-ASM inh: -5%; TSG101-PTAP inh: -2%; AT treatment: -2%; a7 integrin act: 0%

What do the screens show for `CSc1ccccc1C(=O)Nc1cccc(C(C)=O)c1`?
Mito fusion act: 1%; TSHR antagonist: 25; TCR act: -2%; CXXC DNA block: -4%; MBNL1-CUG inh: 2%; Menin MLL FP TR: 11%; S-ASM inh: 2%; TSG101-PTAP inh: -1%; AT treatment: -2%; a7 integrin act: 8%[7.66 µM]

What do the screens show for `Nn1c(SCC(=O)Nc2ccc3c(c2)OCO3)nnc1C1CC1`?
Mito fusion act: 4%; TSHR antagonist: -7; TCR act: 1%; CXXC DNA block: 0%; MBNL1-CUG inh: -3%; Menin MLL FP TR: 32%[activator]; S-ASM inh: -3%; TSG101-PTAP inh: -3%; AT treatment: -5%; a7 integrin act: 3%

Results for Cc1cc(C)nc(Nc2nc3ccccc3[nH]2)n1 ?
Mito fusion act: 8%; TSHR antagonist: 28; TCR act: -1%; CXXC DNA block: -5%; MBNL1-CUG inh: -10%; Menin MLL FP TR: -3%; S-ASM inh: 4%; TSG101-PTAP inh: -5%; AT treatment: 12%; a7 integrin act: 12%

How did Cc1cccc(S(=O)(=O)N2CN(Cc3ccco3)c3nc4ccccc4nc32)c1 do in these assays?
Mito fusion act: 3%; TSHR antagonist: 0; TCR act: 0%; CXXC DNA block: 0%; MBNL1-CUG inh: 34%; Menin MLL FP TR: inconclusive; S-ASM inh: 5%; TSG101-PTAP inh: 2%; AT treatment: -2%; a7 integrin act: -30%

Results for Cc1cccc(CN2CCN(c3ccccn3)CC2)c1 ?
TCR act: -3%; S-ASM inh: 0%; TSG101-PTAP inh: -4%; a7 integrin act: -19%

Results for CC1(C)NC(=O)N(CCSc2ccc(Cl)cc2)C1=O ?
Mito fusion act: 1%; TSHR antagonist: 24; TCR act: 0%; CXXC DNA block: -10%; MBNL1-CUG inh: -11%; Menin MLL FP TR: 5%; S-ASM inh: 1%; TSG101-PTAP inh: -4%; a7 integrin act: 11%

Results for N#C/C(=C\c1cc2c(cc1Br)OCO2)C(=O)NCC1CCCO1 (stereo not drawn) ?
Mito fusion act: -6%; TSHR antagonist: 7; TCR act: -1%; CXXC DNA block: -16%; MBNL1-CUG inh: 4%; S-ASM inh: 17%; TSG101-PTAP inh: 0%; AT treatment: 8%; a7 integrin act: -37%

How did Cc1nc2ccc(N3C(=O)CCC3=O)cc2[nH]1 do in these assays?
Mito fusion act: 5%; TSHR antagonist: 5; TCR act: -3%; CXXC DNA block: -4%; MBNL1-CUG inh: -2%; Menin MLL FP TR: -13%; S-ASM inh: 0%; TSG101-PTAP inh: -2%; AT treatment: 4%; a7 integrin act: 18%

How did CC(O)[C@H]1CC[C@H]2[C@@H]3CC[C@H]4C[C@@H](O)CC[C@]4(C)[C@H]3/C(=N/O)C[C@]12C (stereo partly drawn) do in these assays?
Mito fusion act: -12%; TSHR antagonist: 5; TCR act: 1%; S-ASM inh: 0%; TSG101-PTAP inh: 1%; AT treatment: 1%; a7 integrin act: -14%

Results for CCOC(=O)CCC(NC(=O)c1ccc(NCN2C(=O)CCC2=O)cc1)C(=O)OCC (stereo not drawn) ?
Mito fusion act: -11%; CXXC DNA block: -2%; MBNL1-CUG inh: -3%; Menin MLL FP TR: -15%; S-ASM inh: -2%; TSG101-PTAP inh: -5%; a7 integrin act: -2%

How did O=C(c1ccccc1)N1CCN(C(=O)c2ccc(OC(F)(F)F)cc2)CC1 do in these assays?
Mito fusion act: -1%; TSHR antagonist: 15; TCR act: 3%; CXXC DNA block: 1%; MBNL1-CUG inh: 9%; Menin MLL FP TR: -9%; S-ASM inh: -1%; TSG101-PTAP inh: 1%; a7 integrin act: 10%

What do the screens show for `CC[C@](C)(O)c1cc2ccccc2c(=O)o1`?
TSHR antagonist: 8; TCR act: 10%; S-ASM inh: -3%; TSG101-PTAP inh: -3%; AT treatment: 2%; a7 integrin act: -1%

Screens (PubChem BioAssay)

This is a subset; count on the stated rates, not on these rows.
